# Screening results from PubChem.
# Pf gametocyte = kills late stage P. falciparum gametocytes. P. falciparum stage V gametocytes, ATP luminescence, 24 h. inhibition, % at 10.9 µM. 150,000 tested, 0.065% active;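 active = inhibition above the mean plus 3 SD of compounds within the control limits, set per campaign, cut at about 38% in these data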;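 also: 0% = DMSO wells and 100% = medium only without gametocytes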
# Starred values were filed as active, the others as inactive. The list is partial. The share of hits here may be higher or lower than overall.
smiles,Pf gametocyte
O=C1C=C(c2ccc(Cl)c(C(F)(F)F)c2)C[C@@H](c2ccc(Cl)cc2)C1,-18
C=CCc1cccc(C=Nc2c[nH]c(=O)[nH]c2=O)c1O,1
COc1ccc(-c2sc3ccccc3c2/C=C/c2ccc(OC)c(OC)c2)cc1,6
CCN(CC)Cc1c(O)ccc2c(=O)c(-c3ccccc3Cl)coc12,-39
NC(=O)CC(NC(=O)c1cccc(Br)c1)c1ccc(NC2CCN(Cc3ccccc3)CC2)c([N+](=O)[O-])c1 (configuration not stated),12
O=C(O)c1cccc(S(=O)(=O)N2CCN(c3ccccn3)CC2)c1,-4
CC(C)(C)OC(=O)NCC(=O)NNC(=O)C(C(=O)OCc1ccccc1)c1ccccc1 (configuration not stated),1
COc1ccc2sc(-c3ccccc3OC)c(C#CCCO)c2c1,12
COc1ccc(-n2nc3cc(N)c(Br)cc3n2)cc1,-1
O=C(CCN1C(=O)c2ccccc2C1=O)NCc1ccc(F)cc1,-5
Cn1nnnc1Sc1ncnc2scc(-c3ccccc3C(F)(F)F)c12,-21
CCOC(=O)c1cnc2c(ccc3ccccc32)c1N,8
O=C(Nc1ccccc1F)c1ccccc1C(=O)Nc1ccccc1F,0
Cc1ccc(CNC(=O)c2cc(-c3ccccc3)n(Cc3cc(C)no3)n2)cc1,19
COc1ccc(-n2cc([N+](=O)[O-])c(=O)c3ccc(Cl)cc32)cc1,-2
CC(=O)Nc1ccc(S(=O)(=O)NCCCc2ccccc2)cc1,8
CCOc1cc(C(=O)NC2CCCCCCC2)cc(OCC)c1OCC,10
COc1ccc(F)cc1C1=CC(=O)C[C@H](c2ccc3c(c2)OCO3)C1,-13
CON(C)C(=O)CC1(CN(Cc2ccccc2)C(=O)OC(C)(C)C)CCCCC1,6
Nc1ccc(NC(=O)CCN2CCOCC2)cc1,5
CC(NC(=O)CN(c1ccccc1F)S(C)(=O)=O)c1ccccc1 (configuration not stated),9
COc1cc2c(-c3cc(F)cc(F)c3)c(-c3ccsc3)oc(=O)c2cc1OC,4
COc1ccc2c3n([n+]([O-])c2c1)CCN=C3c1ccc(C)cc1,-6
COc1ccc(/C=C2/SC(=S)NC2=O)cc1OCc1ccccc1,9
Cc1c(OCC(=O)C(C)(C)C)ccc2c3c(c(=O)oc12)CCCC3,24
Cn1c(OCc2ccc3c(c2)OCO3)nc2c1c(=O)n(Cc1cccc(Cl)c1)c(=O)n2C,8
Cc1cccc(C(=O)NC2CC3CCCC(C2)N3Cc2ccccc2)c1 (configuration not stated),-1
Cc1nnc(SCCn2c(N3CCC(C)CC3)nc3c2c(=O)n(C)c(=O)n3C)s1,-19
C[C@@H]1COC(=O)[C@H](CC(=O)OC(C)(C)C)C/C=C\C[C@@H](CC(=O)NCCO)C(=O)N1,13
O=C(N1CCN(Cc2ccc3c(c2)OCO3)CC1)C(Cl)(Cl)Cl,13
Cc1cc(=O)[nH]c(NC(=O)Cc2ccccc2)n1,-8
C=C[C@@H]1c2ccccc2N(S(=O)(=O)c2ccc(C)cc2)[C@H](c2ccccc2)C1(C#N)C#N,2
N#Cc1cc(Cl)c(NCC2CCCO2)cc1C#N (configuration not stated),-4
COc1ccccc1NC(=O)c1cnc(SC)nc1,3
Cc1ccccc1-c1ccc(CN2CCN(C)C(CCO)C2)cc1 (configuration not stated),13
O=C1c2cccc3cccc(c23)C(=O)N1c1ccc(O)cc1,-4

# Some of the entries so far, field by field:
> COc1ccccc1NC(=O)c1cnc(SC)nc1
  Pf gametocyte: 3

> Cc1cccc(C(=O)NC2CC3CCCC(C2)N3Cc2ccccc2)c1 (configuration not stated)
  Pf gametocyte: -1

> Cc1nnc(SCCn2c(N3CCC(C)CC3)nc3c2c(=O)n(C)c(=O)n3C)s1
  Pf gametocyte: -19

> Cc1ccccc1-c1ccc(CN2CCN(C)C(CCO)C2)cc1 (configuration not stated)
  Pf gametocyte: 13

# Next compounds
smiles,Pf gametocyte
COC(=O)C1CCN(S(=O)(=O)Cc2ccccc2Cl)CC1,3
COCCCn1c(=N)c(C(=O)NCc2ccc3c(c2)OCO3)cc2c(=O)n3cccc(C)c3nc21,13
COc1ccc(NC(=S)Nc2ccc(F)cc2)c(OC)c1,-4
COC(=O)C1CSC2c3ccccc3C(=O)N12 (configuration not stated),-1
COc1cccc(C(=O)NCCSCc2c(F)cccc2Cl)c1,10
COc1ccc(/C(C)=N/Nc2nc(C)cc(-c3ccccc3)n2)cc1,1
O=C(Cc1cccc2ccccc12)Nc1ccc(Br)cc1C(=O)O,1
CCOC(=O)CNC(=O)CSc1nnc(CCc2nc3ccccc3[nH]2)n1C,-8
COC(=O)[C@]1(C)N[C@H](c2ccc(-c3ccc(Cl)c(Cl)c3)cc2)[C@@H]2C(=O)N(C)C(=O)[C@@H]21,16
O=C(Nc1ccc(Cl)cn1)c1cccc2ccccc12,11
CCC(C)Sc1nnc(NC(=O)c2ccco2)s1 (configuration not stated),10
Cc1nccn1C(c1ccccc1)c1ccccc1,2
O=c1c(O[C@H]2O[C@@H](CO)[C@H](O)[C@@H](O)[C@@H]2O)c(-c2ccc(O)cc2)oc2cc(O)cc(O)c12,2
CCOC(=O)C(CCC(C)=O)C(=O)c1ccccc1 (configuration not stated),0
CN(c1ccccc1)S(=O)(=O)c1ccc(NC(=O)c2ccc(F)cc2)cc1,-15
c1ccc(C[C@H]2CNCCN2CC2(c3ccccc3)CC2)cc1,-13
COC(=O)C1=C(C)N(CCCC(=O)O)C(=O)NC1c1cccc(Cl)c1Cl (configuration not stated),15
C=CCC(O)(CC=C)CNC(=O)c1ccc(OC)c(OC2CCN(C(C)=O)CC2)c1,8
Cc1cc(C)c(CN2CCN(C(=O)Cn3ccc(NC(=O)OCc4ccccc4)nc3=O)CC2)c(C)c1,12
O=C(Nc1cccc([N+](=O)[O-])c1)C1COc2ccccc2O1 (configuration not stated),-15
Fc1ccc2c(c1)Sc1ccc(Cl)cc1CC2N1CCN(CCC2OCCO2)CC1 (configuration not stated),-2
C[C@@H](C(=O)CC(=O)OC(C)(C)C)[C@@H](O)c1c(F)cccc1Cl,-16
CCOC(=O)N1CCN(Cc2ccc(OCC(O)CN3CCCCC3)cc2)CC1 (configuration not stated),-3
COc1cccc(O)c1CN1CCC(C(=O)Nc2ccc(-c3cccc(C)c3)cc2)CC1,-12
O=C1N(c2ccccc2C(F)(F)F)O[C@]1(c1ccccc1)C1CCCCC1,12
Cc1cc(=O)[nH]c(SCc2ccc(Cl)cc2)n1,2
Cc1ccc(C(=O)CCC(=O)Nc2ccccc2F)cc1,17
O=C(O)c1ccc([N+](=O)[O-])c2c1C(=O)c1ccccc1C2=O,8
COc1ccc2c(c1)OC[C@H]1[C@H]2N2C(=O)CN(Cc3ccco3)C(=O)[C@@]2(C)[C@H]1c1ccccc1,11
CCNC(=S)N(CCN(CC)CC)Cc1cc2cc3c(cc2[nH]c1=O)OCO3,-21
COc1ccc(-c2oc3ccc(-c4cc(OC)c(OC)c(OC)c4)cc3c2C(=O)c2ccc(OC)nc2)cc1,13
COc1ccc(-c2c(C#Cc3ccsc3)c3ccccc3n2C)cc1,2
COC(=O)C1=C(C)N(CCCC(=O)O)C(=O)NC1c1ccccc1OS(=O)(=O)c1ccc([N+](=O)[O-])cc1 (configuration not stated),-9
CCCCCCSc1ccc([C@@H]2[C@@H]3C(=O)N(C)C(=O)[C@@H]3[C@]3(C(=O)OC)CCCCN23)cc1,-8
Cc1ccc(C(=O)Nc2nc3ccc(Cl)cc3s2)o1,0
CCOc1ccc(/C=N/OCC(=O)Nc2cc(S(=O)(=O)N3CCOCC3)ccc2OC)cc1,2

# Fetched by structure from above, 7 records:
smiles,Pf gametocyte
COc1ccc(-c2oc3ccc(-c4cc(OC)c(OC)c(OC)c4)cc3c2C(=O)c2ccc(OC)nc2)cc1,13
COc1ccc(-c2c(C#Cc3ccsc3)c3ccccc3n2C)cc1,2
O=C1N(c2ccccc2C(F)(F)F)O[C@]1(c1ccccc1)C1CCCCC1,12
Cc1cc(=O)[nH]c(SCc2ccc(Cl)cc2)n1,2
Cc1ccc(C(=O)Nc2nc3ccc(Cl)cc3s2)o1,0
COc1ccc2c(c1)OC[C@H]1[C@H]2N2C(=O)CN(Cc3ccco3)C(=O)[C@@]2(C)[C@H]1c1ccccc1,11
CCNC(=S)N(CCN(CC)CC)Cc1cc2cc3c(cc2[nH]c1=O)OCO3,-21

# Continued.
smiles,Pf gametocyte
CCCOc1ccc(N/C=C/C(=O)c2ccc(OC)c(OC)c2)cc1,-7
C#CCOCCOCCOCCNc1nc(N2CCN(C(=O)[C@H](CCCCN)n3cc(CN)nn3)CC2)nc(N2CCN(C(=O)[C@H](CCCCN)n3cc(CN)nn3)CC2)n1,13
CCOc1ccc2nc(NC(=O)CSc3nnc(-c4ccncc4)n3CC3CCCO3)sc2c1 (configuration not stated),11
CCOC(=O)c1ccc(N2C(=O)c3cccc4c(C(=O)O)ccc(c34)C2=O)cc1,7
COCCNC(=O)C(Cc1c[nH]c2ccccc12)NC(=O)OCc1ccccc1 (configuration not stated),16
O=C(O)Cn1c(Cc2ccccc2)nc2ccccc21,-9
O=C(Nc1ccccc1)c1ccccc1OS(=O)(=O)c1ccccc1,6
CC[C@H](C)C(N)c1cn([C@@H](CC(N)=O)C(=O)N2CCNCC2)nn1 (some centres not stated),18
CC1CCN(Cc2nc3c(c(=O)n(C)c(=O)n3C)n2CCc2ccccc2)CC1,11
COC(=O)c1nc(-c2ccccc2)nc(-c2ccccc2)c1C(=O)OC,-10
O=C(Nc1cccc2cccnc12)c1cccc(Cl)c1,-4
O=C1c2ccccc2NC(c2ccc(Br)s2)N1O (configuration not stated),-25
CCCCOC(=O)c1ccc(NC(=O)c2c(N)n(C)c(=O)[nH]c2=O)cc1,0
O=C1CSC(=S)N1c1ccc(O)cc1,-10
CC(C(=O)N1CCc2ccccc2C1)N(c1ccccc1)S(C)(=O)=O (configuration not stated),36
COc1ccc(CC(=O)N2CCN(c3ccccc3OC)CC2)cc1OC,-6
COc1cc2cc(CCO)oc(=O)c2cc1OC,26
COc1ccc(Cn2c(=O)[nH]c3cc(C(=O)Nc4ccccc4C)ccc32)cc1,-34
Cn1c2c(c3ccccc31)CCN=C2c1ccccc1,-4
CC(=O)Oc1ccccc1C(=O)NC(C)CCc1ccccc1 (configuration not stated),10
CNC(=O)c1cc(S(=O)(=O)Nc2ccc3c(c2)OCCO3)ccc1C,2
COc1ccc(CC(=O)NC(=S)Nc2cccc(CO)c2)cc1,10
CCOc1ccc(Br)cc1C1=CC(=O)C[C@H](c2ccc(OC)cc2)C1,-1
C=CCNC(=O)c1ccc(CN2CCC(Cc3ccccc3)CC2)cc1,-4
CC(C)(O)[C@H](O)Cc1cc2ccc(=O)oc2cc1O[C@@H]1O[C@H](CO)[C@@H](O)[C@H](O)[C@H]1O,22
CC(CC(=O)NCc1ccc(Cl)cc1)c1ccccc1 (configuration not stated),-21
CCOC(=O)C1(CCOc2ccccc2)CCN(Cc2cc(OC)cc(OC)c2)CC1,9
Cc1ccccc1NC(=O)NCc1cccnc1,0
COc1ccccc1N1CCN(C(=O)C2CC2)CC1,-4
CCc1sc(C(=O)Nc2ccsc2C(=O)OC)cc1Br,30
CC12CC3CC(C)(C1)CC(C(=O)NCc1ccncc1)(C3)C2,-5
O=C(NCC1CCCO1)c1ccc(NC(=O)c2cccc(Br)c2)cc1 (configuration not stated),9
C[C@H](CO)N1C[C@H](C)[C@@H](CN(C)Cc2ccccc2)Oc2c(NS(=O)(=O)c3ccccc3)cccc2C1=O,-15
CCn1c(N2CCN(C(c3ccccc3)c3ccccc3)CC2)nc2c1c(=O)[nH]c(=O)n2C,22
CC1(C)CC(NC(=O)c2ccc(Cl)c(Cl)c2)CC(C)(C)N1,2
CCCNC(=O)c1ccc(N2CCC3(CC2)CC(c2ccccc2)=NO3)c(NC(=O)c2ccco2)c1,15
CC(=O)OC(C)(C)/C=C/C(=O)[C@](C)(O)C1[C@H](O)C[C@@]2(C)C3CC=C4C(C=C(O[C@@H]5O[C@H](CO)[C@@H](O)[C@H](O)[C@H]5O)C(=O)C4(C)C)[C@]3(C)C(=O)C[C@]12C (some centres not stated),-25
Cc1c(N)ccc(-n2nc3ccccc3n2)c1C,15
CCOc1ccccc1C(=O)Nc1ccc(NC(=O)c2ccccc2)cc1,13
c1ccc(COc2ccc3nocc3c2)cc1,-28
COc1ccc(Cl)cc1NC(=O)CN1CCc2ccccc2C1,5
O=C(NC(=S)NCc1ccccc1)c1cccc(Cl)c1,-4
COc1ccc2sc(-c3ccc(SC)cc3)c(C#CC(C)(C)O)c2c1,-14
Cc1cc(N/N=C/c2ccccc2O)c2ccccc2n1,-6
CC1(C)S[C@@H]2C(C(=O)OCc3ccccc3)NC(=O)N2C1C(=O)OCc1ccccc1 (some centres not stated),12
Cc1ccc(C(=O)Nc2ccc(Nc3ccccc3)cc2)cc1Br,7
O=C(Nc1cccc(F)c1)c1cc(-c2ccco2)nc2ccccc12,7
CCN1C(=O)[C@H]2[C@@H](c3ccc(C)cc3)N3C(=O)N(c4cccc(Cl)c4)C(=O)[C@@]3(CC(C)C)[C@H]2C1=O,4
C=CCn1c(=S)[nH]c2sc3c(c2c1=O)CCCC3,-12
CCOC(=O)C1Nc2ccc(OC(F)(F)F)cc2C2C=CCC12 (configuration not stated),0
CC(C)(C)OC(=O)C[C@H]1C/C=C\C[C@@H](CC(=O)N(CCO)Cc2ccccc2)C(=O)N[C@H](Cc2c[nH]c3ccccc23)COC1=O,7
COc1ccc(-c2sc3ccc(N4CCOCC4)cc3c2C#CC(C)(C)O)cc1,-6
O=C(CN1CCCCCC1)Nc1nc2ccccc2s1,13
